From PubChem BioAssay
TbPYK inhibitor = T. brucei pyruvate kinase inhibition; Q57TT1; 0.12% of 410,000 active; Potency, µM (series often up to 76.8 µM), inactives show at the top dose activity, negative = inhibition, usual class: inhibitors; TbPYK enzyme, Kinase-Glo Plus ATP luminescence, 45 min; also: potency is read from the fitted curve at half-maximal effect; % is scaled to controls: 0 for no effect and ±100 for the full control effect; nearly all actives have a fitted effect of over 50% in size
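T. brucei PYK with substrate was exposed to pin-transferred compounds across a concentration series, then started with 130 uM ADP (final). After 45 min at room temperature, Kinase-Glo Plus luminescence was read, normalized and curve-fitted.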
CHX counter = counter-screen for Shiga toxin inhibitors: cycloheximide protein synthesis inhibition | cell reporter, cycloheximide protein synthesis inhibition counterscreen | max response, % | 12% of 300,000 active | AID 2314; in the data active = max response mostly above about 13%, no sharp cut-off; inactive = mostly below about 14%; also: read at 38.3 µM for the half of the compounds with a filed dose; 0% is about no effect
Pf growth 48h = inhibits P. falciparum growth in the first generation, 48 h; 5.9% of 310,000 active; P. falciparum luciferase growth in erythrocytes, 48 h; Potency, µM (highest dose often 28.7 µM), without a hit: top-dose activity change, negative = inhibition, hits mostly inhibitors; also: potency is read from the fitted curve at half-maximal effect; % is scaled to controls: 0 for no effect and ±100 for the full control effect
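A one-generation exposure of luciferase-tagged malaria parasites in RPMI 1640/Albumax erythrocyte culture, 37 C and 5% CO2. Inhibition is inferred from decreased luminescence after adding detection reagent.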
Shiga toxin inh = blocks Shiga toxin action in Vero cells. Vero cells, Shiga toxin protein synthesis inhibition reporter. inhibition, % at 38.7 µM. 9.2% of 290,000 active; in the data active = inhibition mostly above about 28%, no sharp cut-off; inactive = mostly below about 43%; also: 0% is about no effect
Pf growth 96h = P. falciparum growth inhibition at 96 hour, primary screen for plastid delayed-death inhibitors | 6.9% of 320,000 active | Potency, µM (series often up to 28.7 µM), inactives show at the highest dose activity change, negative = inhibition, usual class: inhibitors | P. falciparum luciferase reporter growth, 96 h; also: potency is read from the fitted curve at half-maximal effect; % is scaled to controls: 0 for no effect and ±100 for the full control effect
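Luminescence readout: decreased luciferase signal marks inhibited growth of reporter-expressing P. falciparum in infected red cells (2% hematocrit, 0.05% parasitemia final), exposed to compound two generations (96 h, 37 C, 5% CO2).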
AmpC inh no detg = AmpC beta-lactamase inhibition without detergent. P00811. AmpC nitrocefin hydrolysis, absorbance 480 nm, 0.0001% Triton. Potency, µM (highest dose often 57.1 µM), without a hit: at the top dose activity change, negative = inhibition, usual class: inhibitors. 0.52% of 330,000 active;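 also: potency is read from the fitted curve at half-maximal effect; plate controls were no compound for no effect and no enzyme for full effect; nearly all actives have a fitted effect of over 20% in size; some results filed as inactive show a strong effect at the top dose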
Target sequence (P00811 whole entry, looked up): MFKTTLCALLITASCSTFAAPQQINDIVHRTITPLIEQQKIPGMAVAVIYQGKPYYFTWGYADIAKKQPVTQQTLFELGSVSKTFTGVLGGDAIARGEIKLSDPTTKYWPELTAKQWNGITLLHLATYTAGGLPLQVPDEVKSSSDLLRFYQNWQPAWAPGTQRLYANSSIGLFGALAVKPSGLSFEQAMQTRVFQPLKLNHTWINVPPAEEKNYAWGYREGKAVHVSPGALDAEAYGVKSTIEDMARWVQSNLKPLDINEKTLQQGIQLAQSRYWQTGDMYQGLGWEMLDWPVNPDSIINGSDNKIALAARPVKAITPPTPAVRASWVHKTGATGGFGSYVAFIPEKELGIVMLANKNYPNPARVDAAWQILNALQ
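AmpC (5.3 nM in the dispensed reagent) in 20 mM phosphate pH 7.0 with 0.01% (detergent screen) or 0.0001% Triton X-100 was preincubated with compounds for 15 min at room temperature. Nitrocefin was then added from an 800 uM solution, and hydrolysis was followed at 480 nm.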
LmPK inh = LmPK (Leishmania mexicana) enzyme inhibition | Q27686 | purified LmPK, Kinase-Glo ATP luminescence, 1 h | Potency, µM (highest dose often 57.5 µM), inactives show top-dose activity change, negative = inhibition, most hits filed as inhibitors | 0.37% of 290,000 active | AID 1721; also: potency is read from the fitted curve at half-maximal effect; % is scaled to controls: 0 for no effect and ±100 for the full control effect
Target sequence (Q27686 whole entry, looked up): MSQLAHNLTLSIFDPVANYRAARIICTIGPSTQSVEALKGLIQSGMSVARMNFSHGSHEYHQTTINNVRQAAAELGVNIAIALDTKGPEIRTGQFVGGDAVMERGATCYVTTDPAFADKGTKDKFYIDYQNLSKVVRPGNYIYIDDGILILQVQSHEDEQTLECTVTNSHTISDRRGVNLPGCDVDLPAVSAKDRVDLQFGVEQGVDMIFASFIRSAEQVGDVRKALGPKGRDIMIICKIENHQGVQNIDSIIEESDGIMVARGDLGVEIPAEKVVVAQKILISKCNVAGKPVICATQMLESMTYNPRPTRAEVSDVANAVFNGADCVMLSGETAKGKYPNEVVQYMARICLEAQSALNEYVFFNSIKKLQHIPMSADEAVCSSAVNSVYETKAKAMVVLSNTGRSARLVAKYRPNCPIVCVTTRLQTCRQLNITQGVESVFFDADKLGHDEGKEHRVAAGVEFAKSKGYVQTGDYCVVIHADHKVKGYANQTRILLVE
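Purified LmPK (0.1 nM) converted ADP (0.1 mM) to ATP with PEP (0.5 mM) in imidazole buffer pH 7.2 with KCl and MgCl2, 1 h at room temperature. ATP was read by Kinase-Glo luminescence; data normalized to uninhibited and no-enzyme controls.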
Numbers without * were called inactive; [ ] = remark or other dose. Unless noted, calls follow the shape of the dose curve; as a rule, active = well fitted curve in the direction sought with a large enough effect; inconclusive = small, poorly fitted or top-dose-only effect, or another doubt; inactive = no such curve, though single readings can be large; an effect the other way counts as inactive or inconclusive.

How did O=C(CSc1nncn1-c1ccccc1F)NC1CCCCC1 do in these assays?
TbPYK inhibitor: 3%; Pf growth 48h: 50%[activator]; Pf growth 96h: 29%; AmpC inh no detg: -8%

What do the screens show for `COCc1cc(C)nc2sc(C(=O)Nc3ccc(C(=O)OC)cc3)c(N)c12`?
TbPYK inhibitor: 0%; CHX counter: -1; Pf growth 48h: -28%; Pf growth 96h: 8%; AmpC inh no detg: -8%; LmPK inh: 10%

Results for Cc1cccc(NC(=O)c2cc3n(n2)C(C(F)(F)F)CC(C2CC2)N3)c1C (stereo not drawn) ?
TbPYK inhibitor: -9%; CHX counter: 1; Pf growth 48h: 19%; Shiga toxin inh: 22; Pf growth 96h: inconclusive; AmpC inh no detg: -1%; LmPK inh: 1%

Results for Cc1cc(C(=O)COC(=O)c2nc3nccc(C)n3n2)c(C)n1CC1CCCO1 (stereo not drawn) ?
TbPYK inhibitor: 0%; CHX counter: 14; Pf growth 48h: 17%; Shiga toxin inh: 24; Pf growth 96h: 32%; AmpC inh no detg: -16%; LmPK inh: 6%[11.5 µM]

Results for COC(=O)Cn1c(=NC(=O)c2cc(OC)cc(OC)c2)sc2cc(OC)ccc21 ?
TbPYK inhibitor: -1%; CHX counter: 4; Pf growth 48h: inconclusive; Shiga toxin inh: 12; Pf growth 96h: -2%; AmpC inh no detg: 37%; LmPK inh: 4%

How did CCOc1ccc(N(CC(=O)Nc2ccc(OC)cc2)S(=O)(=O)c2c(C)noc2C)cc1 do in these assays?
TbPYK inhibitor: 0%; CHX counter: -4; Shiga toxin inh: 3; Pf growth 96h: 6.6µM*; AmpC inh no detg: -12%; LmPK inh: 4%

Results for Cc1ccccc1NC(=S)NCCc1ccc(S(N)(=O)=O)cc1 ?
TbPYK inhibitor: -8%; CHX counter: -1; Pf growth 48h: inconclusive; Shiga toxin inh: -11; Pf growth 96h: 10%; AmpC inh no detg: -19%; LmPK inh: 4%

Results for COC(=O)c1sccc1NC(=S)N1C(C)CCCC1C (stereo not drawn) ?
TbPYK inhibitor: -5%; CHX counter: 9; Pf growth 48h: inconclusive; Shiga toxin inh: -7; Pf growth 96h: 40%[activator]; AmpC inh no detg: -10%; LmPK inh: -1%

What do the screens show for `O=C(CSc1nnc(CNC(=O)c2cccs2)o1)NCCc1ccccc1`?
TbPYK inhibitor: 1%; CHX counter: -2; Pf growth 48h: -3%; Shiga toxin inh: 10; Pf growth 96h: 55%[activator]; AmpC inh no detg: -11%; LmPK inh: -1%

How did CC(=O)c1ccc2noc(-c3ccc(F)cc3)c2c1 do in these assays?
TbPYK inhibitor: -20%; CHX counter: 13; Pf growth 48h: 4%; Shiga toxin inh: 52*; Pf growth 96h: -10%; AmpC inh no detg: -13%; LmPK inh: 1%

How did CCOc1cc(Br)c(C(=O)O)cc1OC do in these assays?
TbPYK inhibitor: 27%; CHX counter: -3; Shiga toxin inh: 5; Pf growth 96h: inconclusive; AmpC inh no detg: -15%; LmPK inh: -1%

Results for CCCN1CCC(NC(=O)C2CC=CCC2C(=O)O)CC1 (stereo not drawn) ?
TbPYK inhibitor: -8%; CHX counter: 8; Pf growth 48h: 9%; Shiga toxin inh: -30; Pf growth 96h: 27%; AmpC inh no detg: -15%; LmPK inh: -9%

How did Cc1csc(=O)n1CC(=O)OCC(=O)c1c(N)n(CC(C)C)c(=O)n(C)c1=O do in these assays?
TbPYK inhibitor: -11%; Pf growth 48h: 8%; Pf growth 96h: 1%; AmpC inh no detg: -11%

Results for Cc1cc(C)nc(SCC(=O)NC2CCCC2)n1 ?
TbPYK inhibitor: -9%; CHX counter: -4; Pf growth 48h: -1%; Shiga toxin inh: 0; Pf growth 96h: -2%; AmpC inh no detg: -19%; LmPK inh: -1%

What do the screens show for `O=C(CSc1nc2ccccc2[nH]1)N1CCN(S(=O)(=O)c2ccc(Cl)cc2)CC1`?
TbPYK inhibitor: -9%; CHX counter: -2; Shiga toxin inh: -13; Pf growth 96h: inconclusive; AmpC inh no detg: -16%; LmPK inh: 12%

Results for Cc1ccc(C(=O)Nc2ccccc2N2CCCC2)s1 ?
TbPYK inhibitor: -11%; Pf growth 48h: inconclusive; Pf growth 96h: inconclusive; AmpC inh no detg: -44%

Results for CCOC(=O)Cn1c(=O)n(Cc2ccc(C)cc2)c(=O)c2cccnc21 ?
TbPYK inhibitor: -1%; CHX counter: -1; Pf growth 48h: -3%; Shiga toxin inh: -5; Pf growth 96h: inconclusive; AmpC inh no detg: 7%; LmPK inh: 8%

What do the screens show for `Cc1onc(-c2ccccc2)c1C(=O)N/N=C/c1cn(C)c2ccccc12`?
TbPYK inhibitor: 0%; CHX counter: -5; Pf growth 48h: inconclusive; Shiga toxin inh: -19; Pf growth 96h: inconclusive; AmpC inh no detg: -9%; LmPK inh: 19%

What do the screens show for `CC(C)CNC(=O)CSc1ccc(Cl)cc1`?
TbPYK inhibitor: -8%; CHX counter: 14*; Shiga toxin inh: 47; Pf growth 96h: 44%[activator]; AmpC inh no detg: -1%; LmPK inh: 2%

What do the screens show for `CCOc1ccc2[nH]c(C(=O)N/N=C/c3cc(OC)c(OC)c(OC)c3)cc2c1`?
TbPYK inhibitor: -2%; CHX counter: -2; Shiga toxin inh: 13; Pf growth 96h: 12µM*; AmpC inh no detg: -5%; LmPK inh: -6%

How did Cc1ccc(NCc2nnc(SCC(=O)NCc3ccco3)n2CC2CCCO2)cc1Cl (stereo not drawn) do in these assays?
TbPYK inhibitor: -10%; CHX counter: 7; Pf growth 48h: -25%; Shiga toxin inh: -17; Pf growth 96h: -27%; AmpC inh no detg: 105%[activator]; LmPK inh: 5%

How did COc1ccc(OCc2nn3c(-c4ccco4)nnc3s2)cc1 do in these assays?
TbPYK inhibitor: -10%; CHX counter: 7; Pf growth 48h: -28%; Shiga toxin inh: 12; AmpC inh no detg: -4%; LmPK inh: 3%

What do the screens show for `CSCCC1NC(=O)N(CC(=O)Nc2ccc(-c3ccccc3)cc2)C1=O` (stereo not drawn)?
TbPYK inhibitor: 0%; CHX counter: 21*; Pf growth 48h: 54%[activator]; Shiga toxin inh: 66*; Pf growth 96h: 58%[activator]; AmpC inh no detg: 0%; LmPK inh: 0%

How did Cc1ccc2c(c1)nnn2C1CCN(CC(=O)Nc2ccccc2N2CCOCC2)CC1 do in these assays?
TbPYK inhibitor: -2%; CHX counter: -2; Pf growth 48h: 2.1µM*; Shiga toxin inh: -5; Pf growth 96h: 37%[activator]; AmpC inh no detg: 90%; LmPK inh: -1%

How did CSc1ccc(/C=N/NC(=O)c2cccc(O)c2)cc1 do in these assays?
TbPYK inhibitor: -11%; CHX counter: 27*; Pf growth 48h: 152%[activator]; Shiga toxin inh: 76; Pf growth 96h: 98%[activator]; AmpC inh no detg: -36%; LmPK inh: 8.9µM*

How did COCCNC(=O)Cn1cc(C(=S)N2CCOCC2)c2ccccc21 do in these assays?
TbPYK inhibitor: -20%; CHX counter: -3; Pf growth 48h: -14%; Shiga toxin inh: -5; Pf growth 96h: 4%; AmpC inh no detg: -10%; LmPK inh: -1%

What do the screens show for `Cc1ccc2nc(-c3ccc(NC(=O)COC(=O)c4ccco4)cc3)sc2c1`?
TbPYK inhibitor: -6%; CHX counter: 46*; Pf growth 48h: 246%[activator]; Shiga toxin inh: 80*; AmpC inh no detg: -27%; LmPK inh: 1%

How did FC(F)(F)c1cc(CCN2CCNC[C@H]2Cc2cccc3ccccc23)cc(C(F)(F)F)c1 do in these assays?
TbPYK inhibitor: 2%; Pf growth 48h: inconclusive; Pf growth 96h: inconclusive; AmpC inh no detg: 141%[activator]

How did Cc1ccc(CNC(=O)c2ccc(CN3CCOCC3)cc2)cc1 do in these assays?
TbPYK inhibitor: -1%; CHX counter: -2; Pf growth 48h: 13%; Shiga toxin inh: -7; Pf growth 96h: -17%; AmpC inh no detg: -7%; LmPK inh: -2%

How did CCC1CCC(NC2CCCCNC2=O)CC1 (stereo not drawn) do in these assays?
TbPYK inhibitor: -1%; CHX counter: -2; Pf growth 48h: -3%; Shiga toxin inh: 36; Pf growth 96h: 91%[activator]; AmpC inh no detg: -3%; LmPK inh: -1%

Results for Cc1nn(CCCC(=O)Nc2cc(Oc3ccccc3)cc([N+](=O)[O-])c2)c(C)c1[N+](=O)[O-] ?
TbPYK inhibitor: -3%; CHX counter: -1; Pf growth 48h: -13%; Shiga toxin inh: -9; Pf growth 96h: 53%[activator]; AmpC inh no detg: -20%; LmPK inh: -4%

What do the screens show for `CC(NC(=O)CSc1nnc(-c2cccnc2)n1N)c1ccccc1` (stereo not drawn)?
TbPYK inhibitor: 1%; CHX counter: -2; Pf growth 48h: 0%; Shiga toxin inh: -5; Pf growth 96h: inconclusive; AmpC inh no detg: -4%[2.29 µM]; LmPK inh: 2%

What do the screens show for `CC(/C=N/NC(=O)c1nnn(-c2nonc2N)c1C(C)C)=C\c1ccco1`?
TbPYK inhibitor: 0%; CHX counter: 40*; Pf growth 48h: -25%; Shiga toxin inh: 5; Pf growth 96h: 10%; AmpC inh no detg: -26%; LmPK inh: 1%

How did CC(/C=N/N1CCN(c2ccccc2)CC1)=C\c1ccccc1 do in these assays?
TbPYK inhibitor: 5%; CHX counter: -1; Pf growth 48h: 56%[activator]; Shiga toxin inh: -11; Pf growth 96h: 88%[activator]; AmpC inh no detg: -6%; LmPK inh: -17%

Results for CC1=CC(=Nc2c(C)n(C)n(-c3ccccc3)c2=O)C=C(C)C1=O ?
TbPYK inhibitor: inconclusive; CHX counter: 5; Pf growth 48h: 7%; Shiga toxin inh: -7; Pf growth 96h: inconclusive; AmpC inh no detg: -18%; LmPK inh: inconclusive

How did COc1ccc(S(=O)(=O)N(CC(=O)NN=C2CCN(C)CC2)c2ccc(C)cc2)cc1OC do in these assays?
TbPYK inhibitor: -2%; CHX counter: -3; Pf growth 48h: 6%; Shiga toxin inh: -36; Pf growth 96h: 5%; AmpC inh no detg: 0%; LmPK inh: -6%

How did Cc1cccc(NC(=O)c2ccc(NCC3CCCO3)c([N+](=O)[O-])c2)n1 (stereo not drawn) do in these assays?
TbPYK inhibitor: -4%; CHX counter: 19*; Pf growth 48h: 37%[activator]; Shiga toxin inh: 68*; Pf growth 96h: 14%; AmpC inh no detg: -3%; LmPK inh: 0%

How did Nc1ccc2nc(-c3ccc(N)c(Cl)c3)[nH]c2c1 do in these assays?
TbPYK inhibitor: 0%; CHX counter: 25*; Pf growth 48h: inconclusive; Shiga toxin inh: 77*; AmpC inh no detg: -17%; LmPK inh: inconclusive

How did Cc1ccc(NC(=O)N(C)c2ccccc2)cc1 do in these assays?
TbPYK inhibitor: -2%; CHX counter: 17*; Pf growth 48h: 5%[0.00184 µM]; Shiga toxin inh: 48*; Pf growth 96h: inconclusive; AmpC inh no detg: -12%; LmPK inh: 1%

A portion from the list above:
How did Nc1ccc2nc(-c3ccc(N)c(Cl)c3)[nH]c2c1 do in these assays?
TbPYK inhibitor: 0%; CHX counter: 25*; Pf growth 48h: inconclusive; Shiga toxin inh: 77*; AmpC inh no detg: -17%; LmPK inh: inconclusive

How did Cc1ccc(NC(=O)N(C)c2ccccc2)cc1 do in these assays?
TbPYK inhibitor: -2%; CHX counter: 17*; Pf growth 48h: 5%[0.00184 µM]; Shiga toxin inh: 48*; Pf growth 96h: inconclusive; AmpC inh no detg: -12%; LmPK inh: 1%
